# Bioassay records (PubChem)
# SMN2 splice enh: qHTS Assay for Enhancers of SMN2 Splice Variant Expression | AID 1458, 2008 | HEK293 SMN2-luciferase splicing reporter, luminescence, 30-36 h | actives 2.8% (n = 210,000) | Potency, µM (highest dose often 46.1 µM), without a hit: at the top dose activity change, positive = activation, most hits filed as activators; note: % of control where 0% means no effect; nearly all actives have a fitted effect of over 55% in size
#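 HEK293 cells carry an SMN2 […]–luciferase reporter in which exon 7 inclusion puts luciferase in frame. Cells were plated 10-12 h before compound addition, then incubated 30-36 h at 37C. ONE-Glo luminescence was read; sodium butyrate at 4.5 mM final served as control.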
# HTT aggregate: qHTS Multiplex Assay to Identify Dual Action Probes in a Cell Model of Huntington: Aggregate Formation (GFP); actives 1.1% (n = 220,000); PC12 HttQ103-GFP aggregates, Acumen cytometry, 40 h; Potency, µM (series often up to 46.1 µM), inactives show at the top dose activity change, negative = inhibition, most hits filed as inhibitors; note: % is set by controls: 0 for no effect and ±100 for the full control effect; nearly all actives have a fitted effect of over 60% in size
#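 Huntingtin Q103 exon 1–GFP aggregates in induced PC12 cells (100 nM tebufenozide) were quantified by cytometry from lysates, with compounds dosed in titration.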
# Tau fibril ThT: qHTS for Inhibitors of Tau Fibril Formation, Thioflavin T Binding. AID 1460, 2008. Microtubule-associated protein tau (Homo sapiens), P10636. actives 2.1% (n = 270,000). recombinant tau K18 P301L, heparin-induced fibrillization, ThT fluorescence. Potency, µM (highest dose often 57.4 µM), inactives show at the highest dose activity, negative = inhibition, usual class: inhibitors; note: % is set by controls: 0 for no effect and ±100 for the full control effect; nearly all actives have a fitted effect of over 55% in size
# Target sequence (P10636 561-689 P618L limits assumed): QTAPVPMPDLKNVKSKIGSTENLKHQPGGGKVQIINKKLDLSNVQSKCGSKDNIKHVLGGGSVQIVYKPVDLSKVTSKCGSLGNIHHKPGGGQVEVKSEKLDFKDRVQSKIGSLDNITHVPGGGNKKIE
#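 Using a mix of unlabeled (15 uM) and Alexa 594-labeled (0.24 uM) tau K18 P301L, heparin-triggered fibrillization over 6 hr at 37 C was scored by ThT fluorescence.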
# HTT ATP protect: qHTS Multiplex Assay to Identify Dual Action Probes in a Cell Model of Huntington: Cytoprotection (ATP); PC12 HTT-Q103 induced, cytoprotection, ATP luminescence, 40 h; Potency, µM (doses to about 56.4 µM), without a hit: cytoprotection (ATP increase), hits mostly activators; actives 0.14% (n = 230,000); AID 1471, 2008;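 note: % of control where 0% means no effect; nearly all actives have a fitted effect of over 45% in size; toxic huntingtin expression switched on by the ecdysone agonist tebufenozide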
#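 Stable PC12 Q103-GFP cells in serum-supplemented, phenol red-free DMEM; induction by tebufenozide at 100 nM final; compound dose series; cell viability quantified luminescently from ATP.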
# Tau fibril FP: qHTS for Inhibitors of Tau Fibril Formation, Fluorescence Polarization. Microtubule-associated protein tau (Homo sapiens), P10636. K18 P301L tau heparin fibrillization, Alexa594 FP, 6 h. Potency, µM (doses to about 57.7 µM), for inactives: top-dose activity, negative = inhibition, usual class: inhibitors. actives 0.39% (n = 280,000). AID 1468, 2008; note: % is set by controls: 0 for no effect and ±100 for the full control effect; nearly all actives have a fitted effect of over 55% in size
#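 FP of Alexa 594-tau after heparin (20 uM) induction. Substrate: human K18 P301L, 15 uM unlabeled, 0.24 uM labeled. Buffer 100 mM sodium acetate pH 7. 6 hr, 37 C.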
# JMJD2E inh: qHTS Assay for Inhibitors of Human Jumonji Domain Containing 2E (JMJD2E). actives 1.6% (n = 230,000). Potency, µM (series often up to 57.1 µM), for the others: at the top dose activity change, negative = inhibition, hits mostly inhibitors. JMJD2E catalytic domain, FDH-coupled NADH fluorescence (FDH is formaldehyde dehydrogenase); active = well fitted inhibition curve with a large enough effect, not every such curve was filed as active; inconclusive = small, poorly fitted or top-dose-only effect, or another doubt; inactive = no such curve, though single readings can be large or run the other way;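 note: 0% = wells with enzyme and -100% = buffer wells without enzyme; nearly all actives have a fitted effect of over 50% in size; many of its hits are not listed in these tables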
# Target sequence (B2RXH2 1-337 limits assumed): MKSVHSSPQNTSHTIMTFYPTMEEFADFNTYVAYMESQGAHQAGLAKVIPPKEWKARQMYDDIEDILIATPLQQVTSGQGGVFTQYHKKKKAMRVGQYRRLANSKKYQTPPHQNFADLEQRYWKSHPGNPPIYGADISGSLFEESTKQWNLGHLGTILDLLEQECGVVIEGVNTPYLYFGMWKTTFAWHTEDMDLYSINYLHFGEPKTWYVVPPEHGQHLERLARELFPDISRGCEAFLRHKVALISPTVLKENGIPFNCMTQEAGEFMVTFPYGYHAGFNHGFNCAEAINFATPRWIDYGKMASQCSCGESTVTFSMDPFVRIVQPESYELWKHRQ
# ALDH1A1 inh: qHTS Assay for Inhibitors of Aldehyde Dehydrogenase 1 (ALDH1A1); Potency, µM (series often up to 75.3 µM), without a hit: top-dose activity, negative = inhibition, hits mostly inhibitors; AID 1030, 2008; Purified ALDH1A1, NADH fluorescence, propionaldehyde substrate; actives 7.3% (n = 220,000); active = well fitted inhibition curve with a large enough effect, not every such curve was filed as active; inconclusive = small, poorly fitted or top-dose-only effect, or another doubt; inactive = no such curve, though single readings can be large or run the other way;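 note: plate controls were no enzyme wells and a reference inhibitor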
# Target sequence (P00352 whole entry, looked up): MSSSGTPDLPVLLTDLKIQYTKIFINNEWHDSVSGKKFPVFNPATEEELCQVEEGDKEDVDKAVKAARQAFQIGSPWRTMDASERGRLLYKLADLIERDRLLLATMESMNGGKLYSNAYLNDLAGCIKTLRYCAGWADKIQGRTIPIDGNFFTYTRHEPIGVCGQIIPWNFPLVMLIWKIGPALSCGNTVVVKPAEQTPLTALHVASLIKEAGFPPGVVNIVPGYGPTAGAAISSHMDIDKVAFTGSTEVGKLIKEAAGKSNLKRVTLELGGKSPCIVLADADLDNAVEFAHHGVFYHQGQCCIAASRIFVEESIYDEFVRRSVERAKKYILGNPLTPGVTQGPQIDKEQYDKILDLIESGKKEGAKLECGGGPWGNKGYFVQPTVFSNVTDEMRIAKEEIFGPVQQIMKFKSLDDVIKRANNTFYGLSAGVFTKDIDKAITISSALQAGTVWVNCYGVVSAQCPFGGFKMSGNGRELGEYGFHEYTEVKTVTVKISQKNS
# Tau fluor cs: Counterscreen qHTS for Inhibitors of Tau Fibril Formation, Fluorescence Polarization. tau K18 P301L (four-repeat tau fragment) Alexa594 fluorescence, heparin fibrillization. Potency, µM (titrated, usually from 57.7 µM), inactives show at the highest dose activity change, negative = decrease. actives 0.93% (n = 280,000); note: % is set by controls: 0 for no effect and ±100 for the full control effect; nearly all actives have a fitted effect of over 55% in size
#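 Human K18 P301L tau (15 uM unlabeled plus 0.24 uM Alexa 594-labeled, final) in 100 mM sodium acetate pH 7 was mixed with compound and 20 uM heparin and incubated 6 hr at 37 C.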
# An asterisk follows results filed as active; u = inconclusive; x = no result given; & = joins results of further samples; [ ] = another dose, or the depositor's remark. Unless noted, calls come from the whole dose curve; as a rule, active = well fitted curve in the direction sought with a large enough effect; inconclusive = small, poorly fitted or top-dose-only effect, or another doubt; inactive = no such curve, though single readings can be large; an effect the other way counts as inactive or inconclusive. Potency is the fitted concentration of half-maximal effect. The list is partial. The share of hits here may be higher or lower than overall.
SMILES,SMN2 splice enh,HTT aggregate,Tau fibril ThT,HTT ATP protect,Tau fibril FP,JMJD2E inh,ALDH1A1 inh,Tau fluor cs
CCOC(=O)C(CCCP(=O)(c1ccccc1)c1ccccc1)(NC(C)=O)C(=O)OCC,x,-5.7%[9.22 µM],-4.3%,-14.0%[10 µM],-2.3%,18.2%,x,-14.0%
Cn1c(SCc2c(F)cccc2Cl)nc2c(c1=O)SCC2,-30.2%[inhibitor],u,u,-8.1%[10 µM],-16.9%,7.2%,8.2%,-15.7%
CCOc1ccc2c(c1)C(N(CCN1CCOCC1)C(=O)Nc1ccc(OC)cc1OC)CC(C)(C)O2 (stereo not given),-28.5%,-19.9%,-12.9%,u,1.2%,0.5%,5.2%,-9.5%
O=C(NCc1ccccn1)c1ccc(=O)oc1,-1.5%,2.82µM*,-13.2%,-79.4%[inhibitor][10 µM],-7.6%,u,u,-7.6%
COc1ccc(-c2nc3ncccn3c2Nc2ccc3c(c2)OCCO3)cc1,-6.6%,17.7%,-11.1%,-16.6%,-2.2%,0.5%,5.4%,-21.1%
Cc1ccc(OCCSc2ncnc3nc[nH]c23)cc1,10.8%,u,-18.1%,-24.8%,-6.3%,-0.1%,-3.2%,-17.3%
CCC(=O)Nc1c(-c2cccs2)c(=O)c2ccccc2n1C,1.2%,-0.2%,-12.7%,21.0%,3.1%,5.7%,u,-8.2%
O=C(CN1CCN(Cc2ccccc2)CC1)c1ccc(Br)cc1,-4.3%,1.9%,u,-30.1%,-7.1%,1.6%,2.51µM*,-4.9%
Cc1cccc2cc3c(N)c(C(=O)Nc4ccc(N5CCOCC5)cc4)sc3nc12,-43.3%[inhibitor],u,2.82µM*,-28.3%,8.0%,u,u,11.2µM*[quencher]
CCn1cc(S(=O)(=O)CC(=O)Nc2ccc(OC)cc2)c2ccccc21,-1.7%,12.2%,-17.8%,-15.9%[10 µM],-0.6%,-4.9%,-13.1%,-11.7%
Cc1ccc(NC(=O)CN2C(=O)S/C(=C\c3cc(C)n(C)c3C)C2=O)cc1,-13.0%,1.9%,u,11.9%,-8.4%,-0.1%,1.9%,u
CCC(C)C(NC(=O)OC(C)(C)C)C(=O)NCc1ccco1 (stereo not given),-6.6%,-6.1%,-5.7%,13.3%[10 µM],2.0%,-0.2%,4.3%,3.2%
O=C(O)c1ccc(/C=N/NC(=S)NCCN2CCOCC2)cc1,21.1%,8.4%,-13.7%,-30.9%,-4.8%,1.4%,-4.8%,-10.7%
Cc1ccc(S(=O)(=O)Nc2ccc(N3CCOCC3)nc2)cc1,-5.0%,18.4%[9.22 µM],-4.1%,-14.9%,9.9%,7.3%,-5.4%,-11.2%
O=c1[nH]c2ccc(NC(=S)NCCc3ccccc3)cc2[nH]1,x,-25.6%[9.22 µM],-12.7%,14.2%[10 µM],6.9%,u,x,-10.1%
COc1ccc(CCNC(=O)C(=O)NCCCN2CCOCC2)cc1,2.4%,-6.5%,5.4%,-3.6%[10 µM],-6.5%,-3.2%,3.6%,3.1%
COc1ccc(-n2c(=O)c3c(C)c(C)sc3n(Cc3ccc(F)cc3)c2=O)c(OC)c1,-13.1%&1.8%,-14.6%,-6.3%&-7.7%,-11.1%,1.6%&-11.7%,2.1%,6.4%,-10.5%&-17.4%
O=C(c1ccco1)N1CCCC(c2ccccc2)C1 (stereo not given),8.0%,-15.3%,-9.5%,-16.5%[0.074 µM],-4.8%,11.1%,u,-3.0%
CSC1=N/C(=C\c2ccc3c(c2)OCO3)C(=O)S1,4.8%,-3.4%,-11.9%,5.1%,-17.2%,1.8%,13.1%,-8.0%
CC1=NN(S(=O)(=O)c2ccc(Cl)cc2Cl)C(=O)c2ccccc2O1,x,-11.7%[9.22 µM],-7.1%,4.0%[10 µM],-7.6%,4.2%,x,-16.0%
Cc1cc(C(=O)CSc2nnnn2C)c(C)n1Cc1ccco1,x,4.7%[9.22 µM],-9.1%,5.9%[10 µM],10.8%,0.0%,28.2µM*,-4.5%
O=C(c1cccc(C(F)(F)F)c1)N1CCC(O)(CS(=O)(=O)Cc2ccccc2Cl)CC1,-18.6%,-3.5%,-5.4%,-2.1%,-1.7%,3.8%,-1.1%,-13.8%
CC(C)CCN1CN(S(=O)(=O)c2cccs2)c2nc3ccccc3nc21,-3.9%,-2.9%,-8.9%,-1.6%,1.7%,u,28.2µM*,-14.2%
CC1=CC(C)(C)N(C(=O)CSc2nnc(C)s2)c2ccc(C)cc21,-3.5%,-9.9%,-2.3%,4.3%,0.3%,-7.3%,u,-3.0%
CC1CCCCC1NC(=O)C1CCN(S(=O)(=O)c2ccc(-n3cnnn3)cc2)CC1 (stereo not given),-36.9%,-13.1%,-0.2%,-16.4%,2.5%,-0.2%,u,4.0%
C=C(C)c1cccc(C(C)(C)NC(=O)N2CCCC2)c1,2.1%,-32.8%,2.4%,12.7%[10 µM],4.1%,-9.4%,-2.8%,1.1%
CCOC(=O)c1c(NC(=O)C2COc3ccccc3O2)sc(C)c1C (stereo not given),-26.2%,-21.6%,-13.0%,-0.5%[10 µM],-2.2%,u,3.6%,-10.5%
CC(=O)N1CCc2c(sc3c2c(=O)n(CCc2ccccc2)c(=O)n3CC(=O)Nc2ccccc2F)C1,-3.3%,x,-14.9%,x,-4.6%,x,x,u
Cc1cc(NC(=O)CCCn2nc([N+](=O)[O-])c(Br)c2C)no1,-23.0%,2.8%,-4.6%,-2.4%,-8.2%,-1.2%,-5.6%,-6.0%
COCCN(C(=O)C(F)(F)F)C(C(=O)NC1CCCCC1)c1ccco1 (stereo not given),-15.1%,-1.9%,-14.8%,-2.1%,3.7%,7.1%,4.74µM*,-14.9%
c1ccc(-c2csc(N3CCCCCC3)n2)cc1,u,-16.4%,-12.6%,-3.6%[10 µM],12.2%,1.3%,10.2%,-18.4%
COCCNC(=O)c1cn(C(C)c2ccccc2F)nn1 (stereo not given),x,-1.8%[9.22 µM],8.3%,2.3%[10 µM],0.6%,-0.9%,x,7.8%
CC(=O)COC(=O)C1CCN(S(=O)(=O)c2cc([N+](=O)[O-])ccc2Cl)CC1,x,12.7%[9.22 µM],-11.7%,18.3%[10 µM],0.8%,2.0%,x,-7.1%
N#Cc1c(N)nc2c(c1N)CC(=O)N2c1ccc(Cl)cc1,-13.3%,17.1%,u,-11.1%,u,u,3.5%,u
CCCC(=O)n1nc(-c2ccco2)nc1NCc1ccccc1Cl,-6.5%,x,-0.1%,x,-10.2%,x,x,-8.6%
Cc1cc(N2CCN(C3CCCC3)CC2)n2ncc(-c3ccccc3)c2n1,-4.4%,17.8%,-4.0%,-13.4%[0.074 µM],3.5%,3.0%,-9.2%,-9.2%
COc1ccc(-c2[nH]ncc2CN2CCN(Cc3cccs3)CC2)c(F)c1,x,-12.3%[9.22 µM],-6.4%,17.3%[10 µM],2.5%,-6.5%,u,-2.6%
COc1ccc(/C=N/NC(=O)CCn2c3ccccc3c3ccccc32)cc1O,-8.7%,32.2%,u,-25.1%[10 µM],-9.5%,-3.0%,4.2%,17.8µM*[quencher]
CN(C)c1ccc(C(=S)N2CCN(C(=S)Nc3ccccc3)CC2)cc1,-6.1%,9.6%[9.22 µM],-7.8%,26.6%[10 µM],11.8%,5.5%,u,-20.0%
COc1cc2oc(=O)cc(-c3ccc(-c4cccc(N)c4)cc3)c2c(OC)c1OC,x,x,u,-17.8%,5.5%[81.3 µM],x,u,u
CCOC(=O)c1ccc(N=C2SC(C(=O)Nc3ccccc3)CC(=O)N2C)cc1 (stereo not given),5.9%,x,13.5%,x,u,x,x,-17.7%
Cc1csc(CN(C)C(=O)CC2C(=O)NCCN2CC(C)(C)C)n1 (stereo not given),x,12.7%[9.22 µM],-14.3%,-10.0%[10 µM],-5.6%,u,u,-1.2%
Cc1nc(CCNC(=O)Cc2ccccc2)cs1,-0.6%,3.9%,-1.1%,-7.0%,u,6.5%,4.1%,-4.2%
CC(C)(C)NC(=O)C(=O)NN=C1CCCCCC1,-5.1%,8.7%[9.22 µM],-6.5%,20.6%[10 µM],5.2%,41.6%[activator],4.4%,5.8%
N#Cc1ccc(N2C(=O)[C@@H]3C(C(=O)c4cnccn4)=NN[C@@H]3C2=O)cc1,x,8.5%[9.22 µM],u,-3.9%[10 µM],-5.1%,u,14.1µM*,-16.0%
C1CC(CN2CCOCC2)CN(c2nc3nonc3nc2N2CCSCC2)C1 (stereo not given),1.3%,4.5%[9.22 µM],-0.3%,6.2%[10 µM],-10.3%,-5.2%,u,2.3%
Cc1[nH]nc2c1C(c1cc(Br)cs1)C(C#N)=C(N)O2 (stereo not given),11.4%,-15.7%,u,x,-15.4%,3.3%,-14.2%,-24.9%
CCS(=O)(=O)N1CCC(C(=O)N2CCOCC2)CC1,20.0%,-11.6%,8.7%,10.3%,2.8%,-4.3%,10.3%,2.7%

# Given with each value named: entries from further up.
COc1cc2oc(=O)cc(-c3ccc(-c4cccc(N)c4)cc3)c2c(OC)c1OC
- SMN2 splice enh = x
- HTT aggregate = x
- Tau fibril ThT = u
- HTT ATP protect = -17.8%
- Tau fibril FP = 5.5%[81.3 µM]
- JMJD2E inh = x
- ALDH1A1 inh = u
- Tau fluor cs = u
CCOC(=O)c1ccc(N=C2SC(C(=O)Nc3ccccc3)CC(=O)N2C)cc1 (stereo not given)
- SMN2 splice enh = 5.9%
- HTT aggregate = x
- Tau fibril ThT = 13.5%
- HTT ATP protect = x
- Tau fibril FP = u
- JMJD2E inh = x
- ALDH1A1 inh = x
- Tau fluor cs = -17.7%
Cc1csc(CN(C)C(=O)CC2C(=O)NCCN2CC(C)(C)C)n1 (stereo not given)
- SMN2 splice enh = x
- HTT aggregate = 12.7%[9.22 µM]
- Tau fibril ThT = -14.3%
- HTT ATP protect = -10.0%[10 µM]
- Tau fibril FP = -5.6%
- JMJD2E inh = u
- ALDH1A1 inh = u
- Tau fluor cs = -1.2%
